GPR151 activ: activators of human GPR151, primary screen, cell-based, PathHunter beta-arrestin, luminescence; G-protein coupled receptor 151 (Homo sapiens), Q8TDV0; activation, % at 11.2 µM; PathHunter beta-arrestin GPR151 cells; 650,000 tested, 1% active; in the data active = activation above about 4.9%;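 note: 0% = median of compound wells and 100% = cells with positive control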
Target sequence (Q8TDV0 whole entry, looked up): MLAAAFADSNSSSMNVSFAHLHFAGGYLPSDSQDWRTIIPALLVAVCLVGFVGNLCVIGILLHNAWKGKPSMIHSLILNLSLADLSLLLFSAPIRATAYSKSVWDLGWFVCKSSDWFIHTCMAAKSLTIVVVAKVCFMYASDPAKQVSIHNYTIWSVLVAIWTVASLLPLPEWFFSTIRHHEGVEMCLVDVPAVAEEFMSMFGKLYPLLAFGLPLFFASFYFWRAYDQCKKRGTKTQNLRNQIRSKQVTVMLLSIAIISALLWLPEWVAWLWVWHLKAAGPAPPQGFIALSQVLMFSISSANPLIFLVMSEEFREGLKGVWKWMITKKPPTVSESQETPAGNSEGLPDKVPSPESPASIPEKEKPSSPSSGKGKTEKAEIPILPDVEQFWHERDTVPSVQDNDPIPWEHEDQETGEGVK
TEAD-YAP block: TEAD-YAP interaction inhibition, primary screen, TEAD-YAP interaction inhibitor project, luminescence, HEK-TIYL cells; AID 1259422, 2018; 640,000 tested, 1.4% active; TEAD-Gal4/YAP UAS-luciferase luminescence; inhibition, % at 9.12 µM; in the data active = inhibition above about 32%;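 note: 0% = median of test compound wells and 100% = reference inhibitor wells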
FBW7 act: FBW7 E3 ligase activators, primary screen, biochemical, AlphaScreen, human. AID 1259310, 2017. 650,000 tested, 0.13% active. F-box/WD repeat-containing protein 7 (Homo sapiens), Q969H0. AlphaScreen FBW7–phospho-cyclin E peptide binding, activator screen. normalized activity (activation), % at 26.1 µM; in the data active = normalized activity above about 1.9%;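 note: purified mutant Fbw7 with reduced substrate affinity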
MITF primary: MITF inhibitors, primary screen, biochemical, AlphaScreen, human; Microphthalmia-associated transcription factor (Homo sapiens), O75030; AlphaScreen MITF homodimerization, bead proximity signal; inhibition, % at 2.6 µM; 650,000 tested, 0.91% active; AID 1259374, 2018; in the data active = inhibition above about 50%;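 note: 0% = vehicle wells with protein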
Target sequence (O75030 whole entry, looked up): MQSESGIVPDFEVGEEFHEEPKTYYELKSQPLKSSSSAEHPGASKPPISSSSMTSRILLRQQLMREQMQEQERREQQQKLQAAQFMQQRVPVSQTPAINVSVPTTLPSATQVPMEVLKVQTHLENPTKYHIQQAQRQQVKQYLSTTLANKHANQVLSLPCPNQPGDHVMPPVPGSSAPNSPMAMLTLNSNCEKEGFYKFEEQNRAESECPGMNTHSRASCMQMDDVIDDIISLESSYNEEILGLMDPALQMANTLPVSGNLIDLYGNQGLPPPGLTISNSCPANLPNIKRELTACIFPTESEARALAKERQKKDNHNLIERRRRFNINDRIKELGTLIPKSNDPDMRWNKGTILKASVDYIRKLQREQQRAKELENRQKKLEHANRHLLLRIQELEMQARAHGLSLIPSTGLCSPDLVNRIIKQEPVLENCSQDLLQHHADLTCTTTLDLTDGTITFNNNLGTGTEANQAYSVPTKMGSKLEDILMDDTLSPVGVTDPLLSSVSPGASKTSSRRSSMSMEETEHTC
* = called active by the depositor.

1: Cc1cc(N2CCN(C)CC2)nc2ccc(NC(=S)N3CCN(C)CC3)cc12
2: CCCOc1ccc(C(=O)Nc2ccc3nn(-c4cccc(C(F)(F)F)c4)nc3c2)cc1
3: COCCC(=O)NCC1Cc2c(F)ccc(-c3ccc(C(=O)C4CC4)cc3)c2O1 (stereo unspecified)
4: O=C(CN1C(=O)c2cccc3cccc1c23)Nc1ccc(I)cc1
5: Cc1ccc([N+](=O)[O-])cc1S(=O)(=O)Nc1ccc(Nc2ncccc2[N+](=O)[O-])cc1
6: COc1cc(NS(=O)(=O)c2c[nH]c3ccc([N+](=O)[O-])cc23)cc(OC)c1
assay / entry | 1 | 2 | 3 | 4 | 5 | 6
MITF primary | 7 | 8 | 1 | -10 | 97* | 5
FBW7 act | -0.1 | 0.5 | 0.2 | 0.8 | -0.3 | 0.0
TEAD-YAP block | 5 | 7 | -25 | -6 | -8 | 5
GPR151 activ | 0.0 | -1.5 | -1.1 | 1.5 | 1.2 | -0.4

7: Cc1cc(/C=C(\C#N)C(=O)Nc2ccccc2F)c(C)[nH]1
8: N#Cc1ccc(CN=Cc2cc(Br)ccc2O)cc1
9: Cn1c(/C(C#N)=C(\O)c2ccc(Br)s2)nc2ccccc21
10: Cc1cc(C2C(C#N)=C(N)N(c3ccccc3[N+](=O)[O-])C3=C2C(=O)CC(C)(C)C3)c(C)s1 (stereo unspecified)
11: O=C1Nc2ccccc2N(O)N1c1nccs1
12: O=C(/C=C/c1ccc(O)c(O)c1)c1ccc(S(=O)(=O)N2CCCCCC2)cc1
assay / entry | 7 | 8 | 9 | 10 | 11 | 12
MITF primary | -1 | -5 | 1 | 16 | 1 | 23
FBW7 act | 0.0 | -0.3 | 0.3 | -0.1 | 0.1 | -0.4
TEAD-YAP block | -58 | -4 | -5 | 6 | -18 | 0
GPR151 activ | -0.5 | 0.8 | -0.5 | -0.1 | 0.1 | 1.6

13: CC(Oc1ccccc1)C(=O)N(CC#N)CC#N (stereo unspecified)
14: CC1CCCCN1C(=O)CCS(=O)(=O)c1ccc2c(c1)OCC(=O)N2 (stereo unspecified)
15: O=C(O)c1cccc(NC(=S)N/N=C/c2ccc(O)cc2)c1
16: COC(=O)c1ccc(-c2cc(C(=O)O)c3c(-c4ccc([N+](=O)[O-])cc4)[nH]nc3n2)cc1
17: COC(=O)/C(C#N)=C1/C=Cc2ccccc2N1
18: O=C(Nc1cccc(Br)c1)NC1CCS(=O)(=O)C1 (stereo unspecified)
assay / entry | 13 | 14 | 15 | 16 | 17 | 18
MITF primary | -2 | 0 | 9 | 18 | -9 | -2
FBW7 act | 0.1 | -0.1 | 0.4 | 0.7 | 0.2 | -0.1
TEAD-YAP block | 9 | 4 | 12 | -3 | -15 | 8
GPR151 activ | 0.1 | 0.6 | 0.1 | -0.2 | -1.7 | 0.8

19: COc1ccc(C(=O)NCC(=O)OCC(=O)Nc2ccc(C(C)C)cc2)cc1
20: CCOC(=O)c1cc2c(=O)n3ccccc3nc2n(Cc2ccco2)c1=NC(=O)c1ccc(F)cc1
21: CN(C)C(=O)CN1C(=O)C2CCCCN2C(=O)c2ccccc21 (stereo unspecified)
22: CCc1ccccc1NC(=O)c1ccc(SCc2ccc(OC)cc2)c([N+](=O)[O-])c1
23: CCOC(=O)CSc1nnc2c3c(C)c(C)sc3nc(C(C)C)n12
24: COc1ccc(Nc2cc(C(=O)N3CCC4(CC3)OCCO4)c3ccccc3n2)cc1
assay / entry | 19 | 20 | 21 | 22 | 23 | 24
MITF primary | 13 | 4 | 2 | -5 | 2 | -2
FBW7 act | 0.1 | 0.0 | 0.1 | -0.1 | 0.1 | -0.4
TEAD-YAP block | 3 | -10 | -1 | 1 | 5 | -1
GPR151 activ | 1.1 | 0.3 | -1.4 | -0.8 | 1.6 | 0.8

25: COc1ccc2c([N+](=O)[O-])c(N)oc2c1
26: O=C1CCC(C(=O)OCC(=O)Nc2ccc(F)cc2)=NN1
27: CCOC(=O)c1ccc(N2C(=O)c3n[nH]c(C)c3C2c2ccccc2)cc1 (stereo unspecified)
28: O=C(CN1CCCC1)Nc1ccc([N+](=O)[O-])cc1Cl
29: CSc1nc2ccc(NC(=O)c3cccc4ccccc34)cc2s1
30: O=C1c2ccc(S(=O)(=O)O)cc2C(=O)c2c([N+](=O)[O-])ccc(Cl)c21
assay / entry | 25 | 26 | 27 | 28 | 29 | 30
MITF primary | 7 | 0 | -30 | 1 | -6 | 10
FBW7 act | 0.7 | -0.3 | 0.3 | -0.1 | 0.1 | -0.2
TEAD-YAP block | 8 | -10 | -5 | -6 | -22 | 8
GPR151 activ | -0.4 | -0.4 | -0.3 | 1.6 | -0.3 | 0.4

31: COC(=O)c1ccccc1NC(=O)N1c2ccccc2CC1C (stereo unspecified)
32: C[C@@H]1NC(=O)[C@@H]2C[C@H](NCc3ccc(Cl)cc3)CN2C1=O
33: O=C(CSc1ncccc1C(=O)N1CCC(Cc2ccccc2)CC1)Nc1ccc(F)c(F)c1
34: Cc1nc(NCc2cnn(C)c2)sc1-c1ccn(Cc2cccc(F)c2)n1
35: OCC(O)CN1CCN(C(c2ccccc2)c2ccccc2)CC1 (stereo unspecified)
36: CC1(C)CC(OC(=O)c2ccccc2)CC(C)(C)N1OC(=O)c1ccccc1
assay / entry | 31 | 32 | 33 | 34 | 35 | 36
MITF primary | 13 | 16 | 7 | 3 | 25 | 1
FBW7 act | 0.0 | 0.2 | -0.1 | 0.0 | 0.0 | -0.1
TEAD-YAP block | 6 | 5 | 1 | 0 | -6 | -9
GPR151 activ | -0.2 | -0.1 | 1.9 | -1.0 | -1.2 | 1.4

37: COc1ccc(-c2c(Nc3cc(C)ccc3OC)c(=O)c2=O)cc1
38: O=C(NCc1ccccc1Cl)NCc1noc2ccccc12
39: Nc1nonc1-c1nc2ccccc2n1Cc1ccc(Cl)cc1
40: O=C(CC1S/C(=N/N=C/c2cccc([N+](=O)[O-])c2)NC1=O)Nc1ccccc1 (stereo unspecified)
41: COc1ccc(N2C(=O)c3ccccc3NC2c2ccc(OC)c(COc3ccc(NC(C)=O)cc3)c2)cc1 (stereo unspecified)
42: COc1ccc(CN2CCc3nnc(C4CCCO4)n3CC2)cc1OC (stereo unspecified)
assay / entry | 37 | 38 | 39 | 40 | 41 | 42
MITF primary | -9 | 15 | -1 | -5 | 22 | -5
FBW7 act | 0.7 | 0.6 | -0.1 | -0.1 | 0.1 | 0.5
TEAD-YAP block | -7 | -18 | -10 | -5 | -40 | 1
GPR151 activ | 0.5 | -2.1 | 1.0 | 0.5 | -1.8 | -0.5

43: COc1cc([N+](=O)[O-])ccc1NC(=O)c1ccccc1C(=O)O
44: COc1ccc2c(CC(=O)OCC(=O)c3c[nH]c4ccccc34)coc2c1
45: Cc1ccc2[nH]cc(CCNC(=O)c3cccc(NC(=O)C(C)C)c3)c2c1
46: O=C1c2cccc([N+](=O)[O-])c2C(=O)N1CN(C(=O)C(F)(F)F)c1ccc(Cl)cc1Cl
47: CCN(CC)c1ccc(C2Nc3ccccc3NC3=C2C(=O)CCC3)cc1 (stereo unspecified)
48: Cc1ccc(CN(Cc2ccco2)C(=S)NCC(=O)NC(C)c2ccccc2)cc1 (stereo unspecified)
assay / entry | 43 | 44 | 45 | 46 | 47 | 48
MITF primary | 14 | -6 | -14 | 14 | 7 | 9
FBW7 act | 0.0 | -0.2 | 0.2 | 0.0 | -0.1 | 0.3
TEAD-YAP block | 4 | 0 | 6 | 6 | 24 | 8
GPR151 activ | -0.8 | 0.4 | 0.8 | -0.1 | 1.5 | -1.2

49: Cc1ccc2c(c1)N(C(=O)CCC(=O)NCCCN1CCN(C)CC1)CC(C)O2 (stereo unspecified)
50: CC(C)(C)c1ccc(/C=C/C(=O)n2cccn2)cc1
51: CCOC(=O)c1cc2cc(CC(=O)c3ccc(O)cc3O)ccc2o1
52: COc1ccc(C2(C(=O)Nc3ccc(S(N)(=O)=O)cc3)CCCC2)cc1
53: O=c1[nH]c2nc(-c3ccsc3)cnc2n1-c1cccc(Cl)c1
54: CCCc1cc(C(=O)OC)c(NC(=O)c2cccc(OC(C)C)c2)s1
assay / entry | 49 | 50 | 51 | 52 | 53 | 54
MITF primary | 8 | -2 | -4 | 7 | 10 | -6
FBW7 act | 0.3 | 0.6 | 0.0 | 0.0 | 0.0 | 0.0
TEAD-YAP block | -1 | -12 | 1 | 11 | -1 | -11
GPR151 activ | -0.9 | -1.6 | -1.4 | 3.1 | -0.2 | -0.7

55: Cn1nc(-c2ccc(Cl)cc2)nc2c(=O)n(C)c(=O)nc1-2
56: O=C(O)/C=C/C(=O)Nc1ccccc1C(F)(F)F
57: COc1ccc(-n2nc(C(=O)NCC(=O)NC3CCCCCC3)c3ccccc3c2=O)cc1OC
58: COc1ccc(CC(=O)OCCCN(C)C)cc1
59: COCCCNC(=S)NS(=O)(=O)c1ccccc1
60: Cc1ccc(-c2cc(OC(=O)c3ccccc3)cc3sc(=O)oc23)cc1
assay / entry | 55 | 56 | 57 | 58 | 59 | 60
MITF primary | 14 | 13 | -10 | 13 | -3 | -6
FBW7 act | -0.2 | -0.1 | -0.1 | -0.1 | -0.1 | -0.2
TEAD-YAP block | -48 | -6 | 24 | 11 | 1 | 8
GPR151 activ | -8.3 | 0.4 | -0.1 | 0.4 | 0.1 | 0.3

61: COC(=O)c1cc(S(=O)(=O)N(C)c2ccc(C)cc2)c[nH]1
62: CCc1ccc(Oc2cc(Cl)nc(N)n2)cc1
63: O=C1OC(c2ccc(F)cc2)=N/C1=C\c1cc2c(cc1Cl)OCO2
64: O=C1CC(Nc2ccc(F)cc2)C(=O)N1c1ccc(Br)cc1 (stereo unspecified)
65: Cc1ccccc1-n1c(CSC(=N)N)nc2ccccc2c1=O
66: COc1ccc(NC(=O)Cc2coc3cc(C)ccc23)c(OC)c1
assay / entry | 61 | 62 | 63 | 64 | 65 | 66
MITF primary | -1 | 1 | 6 | -1 | 8 | 7
FBW7 act | 0.1 | 0.2 | -0.1 | 0.0 | 0.0 | 0.0
TEAD-YAP block | -4 | -46 | 10 | -3 | 2 | 12
GPR151 activ | -0.9 | 2.4 | 0.7 | 1.0 | 1.7 | 0.6

Record cards, from the list above:
Cc1ccccc1-n1c(CSC(=N)N)nc2ccccc2c1=O is listed with MITF primary: 8; FBW7 act: 0.0; TEAD-YAP block: 2; GPR151 activ: 1.7
O=C1OC(c2ccc(F)cc2)=N/C1=C\c1cc2c(cc1Cl)OCO2 is listed with MITF primary: 6; FBW7 act: -0.1; TEAD-YAP block: 10; GPR151 activ: 0.7
O=C1CC(Nc2ccc(F)cc2)C(=O)N1c1ccc(Br)cc1 (stereo unspecified) is listed with MITF primary: -1; FBW7 act: 0.0; TEAD-YAP block: -3; GPR151 activ: 1.0

Next section:
67: CC1(C)CC[C@]2(C(=O)O)CC[C@]3(C)C(=CCC4[C@@]5(C)CC[C@H](O)[C@@](C)(CO)C5CC[C@]43C)C2C1 (stereo partly specified)
68: O=C(Nc1ccc(-c2cn3c4c(nnc3n2)CCCC4)cc1)c1cnn2cccnc12
69: Cc1c(NC(=S)NC(=O)CC(C)C)c(=O)n(-c2ccccc2)n1C
70: C/C(CC(=O)Nc1ccc2c(c1)OCCO2)=N\NC(=O)C(C)C
71: O=C(Nc1c(C(=O)Nc2ccccc2)cnn1-c1ccccc1)c1cccc(F)c1
72: Cc1ccc(-c2nc(CS(=O)(=O)CC(=O)NC(C)c3ccccc3)c(C)o2)cc1 (stereo unspecified)
assay / entry | 67 | 68 | 69 | 70 | 71 | 72
MITF primary | 8 | -6 | 3 | 6 | 16 | 15
FBW7 act | 0.4 | 0.0 | 0.0 | 0.3 | 0.2 | -0.2
TEAD-YAP block | 6 | -6 | 13 | -10 | 6 | 4
GPR151 activ | 0.3 | 0.5 | 3.7 | 0.6 | -0.1 | 0.2

73: O=C(CN1CCN(c2ccccn2)CC1)N1N=CCC1c1ccccc1 (stereo unspecified)
74: FC(F)(F)c1cccc(CNc2nc(Nc3nccc4ccccc34)nc3c2ncn3-c2ccsc2)c1
75: Cc1cc(C)nc(N(C#N)CC(=O)Nc2ccc(Cl)cc2)n1
76: CCOC(=O)/C(=C\NC(=O)c1ccccc1)c1ccccc1
77: COc1ccc(/C=C/C2=CC(C)(C)NC(=S)N2)c(OC)c1
78: COCc1cc(C)nc2c1C1=NC(c3ccccc3)(c3ccccc3)c3ccccc3N1C(N)=CS2
79: O=C(/C=C\Nc1cc(Cl)ccc1O)c1ccc(F)cc1
80: COC(=O)Nc1sc2c(c1C(=O)OC)CCC2
assay / entry | 73 | 74 | 75 | 76 | 77 | 78 | 79 | 80
MITF primary | 5 | -3 | 0 | 19 | 10 | 7 | -2 | 0
FBW7 act | 0.8 | 0.2 | -0.1 | -0.1 | -0.2 | -0.1 | 0.0 | 0.0
TEAD-YAP block | -16 | 32* | -13 | 5 | -3 | 0 | -65 | 9
GPR151 activ | 2.2 | 0.9 | -0.9 | -1.2 | 1.0 | 2.1 | -0.6 | -1.0

2 entries from above in a different format.
| no. | canonical_smiles | MITF primary | FBW7 act | TEAD-YAP block | GPR151 activ |
| --- | --- | --- | --- | --- | --- |
| 55 | Cn1nc(-c2ccc(Cl)cc2)nc2c(=O)n(C)c(=O)nc1-2 | 14 | -0.2 | -48 | -8.3 |
| 69 | Cc1c(NC(=S)NC(=O)CC(C)C)c(=O)n(-c2ccccc2)n1C | 3 | 0.0 | 13 | 3.7 |
